# Assay outcomes deposited in PubChem by National Center for Advancing Translational Sciences (NCATS).
# D2 agonist – D2 dopamine receptor (human) agonism | 340,000 tested, 0.53% active | activation, % at 2 µM | HEK293 T-REx D2 cells, calcium flux agonist mode | AID 485358;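 active = activation over 3 SD above normal in the single-dose calcium agonist read, cut at about 30% in these data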; note: 0% is about no effect
# Target sequence (P14416 whole entry, looked up): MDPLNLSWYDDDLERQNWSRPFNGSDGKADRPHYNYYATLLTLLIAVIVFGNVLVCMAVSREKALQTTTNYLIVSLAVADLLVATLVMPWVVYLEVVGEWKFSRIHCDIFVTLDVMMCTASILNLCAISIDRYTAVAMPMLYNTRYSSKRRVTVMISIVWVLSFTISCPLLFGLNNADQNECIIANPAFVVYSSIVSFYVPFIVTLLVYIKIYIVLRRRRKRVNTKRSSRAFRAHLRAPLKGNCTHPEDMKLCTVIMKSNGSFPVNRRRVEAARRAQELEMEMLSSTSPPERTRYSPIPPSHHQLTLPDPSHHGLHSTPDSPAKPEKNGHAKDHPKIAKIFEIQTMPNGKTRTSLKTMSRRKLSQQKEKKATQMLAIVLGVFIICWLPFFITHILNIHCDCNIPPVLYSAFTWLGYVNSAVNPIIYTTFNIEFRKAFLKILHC
#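 Tetracycline-induced HEK293 Trex cells with D2 receptor force-coupled to calcium signaling, plated overnight at 30 C and loaded with no-wash calcium dye. Calcium flux read kinetically for 180 s after compound addition; responses flag agonists.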
# GRP78 ERSR act – induces the endoplasmic reticulum stress response in human glioma cells. U87-MG GRP78 promoter luciferase reporter, 16 h. Potency, µM, without a hit: at the highest dose activation, usual class: activators. 420,000 tested, 0.02% active. AID 602332; note: potency is the fitted concentration of half-maximal effect; series mostly up to about 76 µM; % of control where 0% means no effect; nearly all actives have a fitted effect of over 35% in size
#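 Stably transfected U87-MG glioma cells carrying a GRP78-based luciferase sensor; 16 h compound incubation. Luminescence end-point read 10 min after Bright-Glo addition at room temperature.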
# Vif-A3F inh – blocks the Vif interaction with APOBEC3F | HeLa A3F-eYFP + Vif (tagged APOBEC3F with the HIV-1 protein that degrades it), YFP fluorescence increase | Potency, µM (titrated, usually from 46.1 µM), inactives show at the highest dose activity, negative = active | 390,000 tested, 0.2% active | AID 602313; note: potency is the fitted concentration of half-maximal effect; % of control where 0% means no effect; nearly all actives have a fitted effect of over 65% in size
#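 HeLa cells stably expressing A3F-eYFP plus Vif, plated and incubated overnight at 37 deg C, then exposed to compounds overnight at 37 deg C. Blocked degradation read as raised yellow fluorescence (Ex 488/Em 500-530).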
# Vif-APOBEC3G blk – Vif-A3G binding inhibition; Q9HC16; HeLa A3G-eYFP + Vif (tagged APOBEC3G with the HIV-1 protein that degrades it), YFP fluorescence, overnight; Potency, µM (highest dose often 46.1 µM), for the others: top-dose activity, negative = active, hits mostly inhibitors; 410,000 tested, 0.076% active; AID 602310;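 note: potency is the fitted concentration of half-maximal effect; % is set by controls: 0 for no effect and ±100 for the full control effect; nearly all actives have a fitted effect of over 60% in size; hits raise eYFP signal because A3G escapes Vif-driven loss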
# Target sequence (Q9HC16 whole entry, looked up): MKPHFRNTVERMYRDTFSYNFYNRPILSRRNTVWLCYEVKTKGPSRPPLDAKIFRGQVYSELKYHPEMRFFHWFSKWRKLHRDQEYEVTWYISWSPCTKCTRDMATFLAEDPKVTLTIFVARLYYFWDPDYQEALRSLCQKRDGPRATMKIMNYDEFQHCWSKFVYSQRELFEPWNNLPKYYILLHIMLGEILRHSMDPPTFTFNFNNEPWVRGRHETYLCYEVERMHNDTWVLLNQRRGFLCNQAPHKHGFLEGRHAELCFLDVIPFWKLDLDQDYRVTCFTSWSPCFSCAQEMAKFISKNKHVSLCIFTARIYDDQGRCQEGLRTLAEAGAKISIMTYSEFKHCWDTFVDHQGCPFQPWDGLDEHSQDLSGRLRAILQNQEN
#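 HeLa cells stably expressing Vif and C-terminally eYFP-tagged A3G, seeded overnight at 37 deg C, then exposed to compound by pintool overnight at 37 deg C. Rise in yellow fluorescence (Ex 488/Em 500-530, Acumen) marks blocked Vif-driven A3G degradation.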
# LDHA block – blocks human lactate dehydrogenase A; activity change, % (values are at about 110 or 230 µM); purified LDHA, NADH/diaphorase-resazurin fluorescence; stronger effect = lower value; P00338; 480,000 tested, 0.15% active; AID 1347041; in the data active = activity change below about -30%; inconclusive = mostly about -25% to -30%;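 note: plate controls were DMSO wells for no effect and wells without enzyme for full effect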
#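 Remaining NADH was detected by diaphorase (0.133 mg/mL) converting 37 µM resazurin to fluorescent resorufin, read at 0 and 20 minutes. The preceding 5-minute room-temperature reaction used 2 nM LDHA, 0.2 mM sodium pyruvate and 0.06 mM NADH at pH 7.4.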
# RGS4 inhibitor – inhibitors of human regulator of G protein signaling 4; 390,000 tested, 0.039% active; AID 504845; Transcreener GDP fluorescence polarization, RGS4-accelerated GTP hydrolysis; Potency, µM (doses to about 114 µM), for inactives: at the top dose activity change, negative = inhibition, usual class: inhibitors; note: potency is the fitted concentration of half-maximal effect; % is set by controls: 0 for no effect and ±100 for the full control effect; nearly all actives have a fitted effect of over 75% in size; some results filed as inactive show a strong effect at the top dose
# Target sequence (P49798 whole entry, looked up): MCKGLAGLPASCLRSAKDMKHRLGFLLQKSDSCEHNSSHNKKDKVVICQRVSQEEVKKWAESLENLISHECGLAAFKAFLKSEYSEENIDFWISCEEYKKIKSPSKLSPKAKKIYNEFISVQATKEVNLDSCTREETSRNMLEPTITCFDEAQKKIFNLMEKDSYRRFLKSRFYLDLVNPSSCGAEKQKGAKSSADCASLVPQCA
#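 MLSMR compounds (23 nl, pin-transferred) preincubated 10 min at room temperature with a 500nM (2x) first reagent, then RGS4 at 900nM (2x) plus Transcreener GDP mix added; fluorescence polarization (620/688 nm) read before and after 90 min at 30 °C.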
# ERG Ets-DNA blk – ERG Ets/DNA interaction inhibition; P11308; fluorescence polarization, His-ERG Ets domain / labelled DNA; Potency, µM (series often up to 76.9 µM), without a hit: top-dose FP activity, negative = inhibition, hits mostly inhibitors; 370,000 tested, 0.028% active; AID 624246; active = well fitted inhibition curve with a large enough effect in the polarisation, with a control signal flat; inconclusive = small, poorly fitted or top-dose-only effect, or effect the other way, or a change in a side signal; inactive = no such curve, though single readings can be large or run the other way; the % refers to the polarisation;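 note: polarization taken with two DNA probes labelled with fluorescein and Texas red; potency is the fitted concentration of half-maximal effect; % of control where 0% means no effect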
#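 His-tagged ERG Ets domain (1 uM in the protein solution; 300mM KCl, 50mM Tris-HCl, 1mM EDTA, 1mM DTT, pH 7.5) received compound, then a probe mix of 5 nM fluorescein-DNA and 100nM Texas-615-DNA. Fluorescence polarization was read for both dyes.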
# D2 antag – D2 dopamine receptor (human) antagonism; AID 485344; P14416; 340,000 tested, 2% active; inhibition, % at 10 µM; HEK293 TREx D2 cells, calcium flux, dopamine EC80; in the data active = inhibition above about 30%; note: 0% is about no effect
#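 Tetracycline-induced HEK293 TREx cells expressing D2 receptor forced-coupled to calcium signalling, loaded with no-wash calcium dye. Compounds added and calcium flux read 180 s, then dopamine added at EC80 and read a further 180 s.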
# 12-LOX inh – inhibitors of human 12S-lipoxygenase ALOX12; P18054; Potency, µM (doses to about 108 µM), for inactives: at the highest dose activity change, negative = inhibition, usual class: inhibitors; 580,000 tested, 1.1% active; purified 12hLO, xylenol orange hydroperoxide absorbance; note: potency is the fitted concentration of half-maximal effect; % is set by controls: 0 for no effect and ±100 for the full control effect
#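 Purified human 12hLO at 150 nM in 25 mM Hepes, 0.01% Triton X-100, pH 7.0, preincubated 15 min at room temperature with compound. Reaction started with 40 uM arachidonic acid, 30 min at room temperature. Hydroperoxide measured by Fe-xylenol orange, 573/405 nm absorbance ratio.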
# * marks the source's active call; other numbers are inactive results; ? = inconclusive; . = not tested or not shown; & = joins results of further samples; [ ] = dose if it differs, or a comment. Unless noted, calls come from the whole dose curve; as a rule, active = well fitted curve in the direction sought with a large enough effect; inconclusive = small, poorly fitted or top-dose-only effect, or another doubt; inactive = no such curve, though single readings can be large; an effect the other way counts as inactive or inconclusive. Only part of the results is shown; count on the stated rates, not on these rows.
SMILES,D2 agonist,GRP78 ERSR act,Vif-A3F inh,Vif-APOBEC3G blk,LDHA block,RGS4 inhibitor,ERG Ets-DNA blk,D2 antag,12-LOX inh
COC(=O)[C@H](Cc1ccccc1)NC(=O)NCCc1ccccc1F,.,16%,3%,1%,-2,9%,-6%,.,23%
CNC(=S)Nc1ccccc1-c1ccccc1,-0.8,-4%,-7%,-2%,-1,-29%,-1%,-10,-19%
O=C(Nc1cccc(Cl)c1)N1CCC(CO)(CCOc2ccccc2)CC1,0.9,-3%,0%,1%,0,5%,7%,16,?
Cn1c(Cl)c(/C=N/OC(=O)c2cccc(Cl)c2)c2ccccc21,0.0,-3%,-32%,0%,-7,-25%,4%,-6,-15%
COc1ccccc1NC(=S)N1CCN(C(=O)c2ccco2)CC1,11,0%,0%,-2%,0,?,0%,4,?
C1=C(CCNc2ncnc3nc[nH]c23)CCCC1,-0.1,-2%,2%,1%,3,-8%,16%,5,10%
CC1(C)Cc2c(c(-c3ccccc3)nc3sc4c(=O)[nH]c(=S)[nH]c4c23)CO1,1.3,-3%,5%,-3%,-14,-42%,6%,-7,.
CC(C)CCN(CCC(C)C)CC(O)Cn1c2ccccc2c(=O)c2ccccc21 (centres undefined),0.8,-1%,3%,5%,-1,2%,7%,-22,-7%
CCC(=O)N1CCc2cc(S(=O)(=O)N3CCCCC3CC)ccc21 (centres undefined),-0.2,-8%,-13%,0%,-2,13%,2%,-3,-19%
C[C@H]1NC(=O)[C@@]2(C)[C@H](c3ccccc3)[C@H]3COc4ccccc4[C@@H]3N2C1=O,.,-5%,6%,1%,-4,-8%,-8%,.,?
COc1cccc2sc(NNC(=O)C3=COCCO3)nc12,-0.8,1%,?,-18%,3,-28%,7%,-2,2%
Cc1ccc(S(=O)(=O)NCC(C)n2nc(C)nc2C)cc1 (centres undefined),0.0,-9%,-1%,-3%,-6,15%,8%,-9,-3%
COc1ccc(C2C(C(=O)c3ccccc3)N3c4ccccc4C=CC3C2[N+](=O)[O-])cc1 (centres undefined),13,-5%,?,?,-2,-22%,19%,-20,?
C=CCC(=O)N(CC)CC1CCCN(CCc2cccc(F)c2)C1 (centres undefined),0.0,-2%,6%,-1%,-2,4%,7%,49*,21%
O=C(OC1C2CCC1C1CN(CCc3ccccc3)CC12)c1ccccc1 (centres undefined),2.1,-4%,0%,3%,-2,14%,1%,5,-14%
O=C(O)C1CCN1C1CCCCC1 (centres undefined),-0.1,-2%,3%,0%,-2,24%,1%,4,?
CCC(=O)N1CCc2cc(Br)cc(S(=O)(=O)N3CCC(C(=O)Nc4cccc(C)c4)CC3)c21,0.6,-2%,-3%,-4%,-4,16%,1%,.,-16%
CC(C)(Oc1ccc(CCNC(=O)c2ccc(Cl)cc2)cc1)C(=O)O,2.7,-4%&-2%&-1%&-1%&-3%&-3%,-20%,-2%,-6,8%[56.9 µM],19%,-8,-4%
CCN(CC)c1nc2c(c(=O)[nH]c(=O)n2C)n1CCCc1ccccc1,0.7,-1%,-14%,3%,-2&-8,-6%,-17%,-6,-37%&-10%
Cc1ccc(C(=O)NCC(=O)O)s1,0.8,-4%,-1%,2%,-13,18%,-5%,4,-4%

# Looked up above:
# `O=C(Nc1cccc(Cl)c1)N1CCC(CO)(CCOc2ccccc2)CC1` in RGS4 inhibitor: 5%
# `CC1(C)Cc2c(c(-c3ccccc3)nc3sc4c(=O)[nH]c(=S)[nH]c4c23)CO1` in Vif-APOBEC3G blk: -3%

# Continuation:
SMILES,D2 agonist,GRP78 ERSR act,Vif-A3F inh,Vif-APOBEC3G blk,LDHA block,RGS4 inhibitor,ERG Ets-DNA blk,D2 antag,12-LOX inh
CCOc1ccc(NC(=O)CSc2nc3c(oc4ccccc43)c(=O)n2CCOC)cc1,-0.3,-4%,6%,8%,-9,36%,-6%,.,?
CC(C)Cc1nnc(NC(=O)c2ccncc2)s1,-0.9,1%,-3%,-1%,0,2%[11.4 µM],1%,-14,?
CCOc1ccc(C(=O)NCC(=O)NC(C)CCc2ccccc2)cc1OCC (centres undefined),-0.5,-4%,4%,-2%,0,-6%,-1%,-13,172%[activator]
CS(=O)(=O)c1ccc2nc(N)sc2c1,0.7,-1%,3%,-1%,-6,20%,2%,9,-3%
CC1CCCCN1CCn1c(=S)[nH]c2ncccc2c1=O (centres undefined),-0.2,-7%,-8%,-1%,6,-22%,-1%,-11,-8%
Cc1ccccc1NC(=O)c1cc(S(=O)(=O)c2ccccc2)ccc1Cl,0.9,-4%,.,-6%,-11,22%,-6%,10,348%[activator]
CCC(=O)N1CCc2cc(Br)cc(S(=O)(=O)N3CCCC(C(=O)Nc4cccc(F)c4)C3)c21 (centres undefined),.,-1%,2%,5%,-3,-5%,-2%,.,-22%
COc1ccc(CCC(=O)OCC(=O)NCc2ccc(OC)c(OC)c2)cc1OC,.,-3%,-4%,1%,-11,-8%,0%,.,-12%
COc1ccc(N2CCOCC2)c(NC(=O)COc2cccc(C)c2C)c1,0.9,-4%,6%,2%,-1,6%,7%,2,66%[activator]
COc1cc(/C=C/C(=O)OCC(=O)N2CCN(C(=O)c3ccco3)CC2)ccc1O,-0.3,-4%,-13%,0%,1,8%,-2%,3,21%
O=C(N/N=C/c1ccccc1)c1n[nH]c2c1CCCC2,0.5,-8%,-16%,-26%,-12,-19%,-2%,-8,1%
C=CCNC(=S)Nc1cc(Cl)ccc1OC,-1.1,-2%,2%,0%,-5,-8%,-6%,14,?
COc1cc(/C=N/NC(=O)c2cc(-c3ccco3)nc3ccccc23)cc(OC)c1O,0.5,-1%,6%,-4%,1,-62%[56.9 µM],7%,17,?
O=C(Cn1cc(SCc2ccc(F)cc2)c2ccccc21)N1CCCC1,0.6,4%,-26%,-4%,5,-21%,-4%,.,0%
CCOc1ccc(NC(=O)CSc2nnc(CCNC(=O)c3ccc(OC)cc3)n2C)cc1,0.0,10%,-1%,2%,-5,8%,-7%,6,16%
COc1ccc(CCNC(=O)c2cc(-c3ccccc3OC)on2)cc1OC,-0.1,-2%,-8%,2%,-6,-37%,2%,-8,7%
COc1ccc(-c2csc(C(O)(c3ccccc3)C(F)(F)F)n2)cc1 (centres undefined),.,-4%,.,-13%,-3,.,.,.,?
COC(=O)c1ccccc1NC(=O)N1CCc2ccc(NC(=O)c3ccccn3)cc2C1,0.8,-5%,-6%,-16%,-8,26%,9%,10,0%
CCc1ccc(CN(C(=O)Nc2cccc(Cl)c2)c2ccccn2)cc1,-2.1,0%,4%,4%,-2,6%,-1%,.,-18%
CCC(C)c1ccc(NC(=S)Nc2ccc(OC)cc2C)cc1 (centres undefined),.,-2%,12%,1%,2,-6%,9%,.,?
CCOC(=O)C(C)Sc1nnc(Cc2cc(=O)[nH]c(=O)[nH]2)n1-c1ccc(Cl)cc1 (centres undefined),0.4,-5%,-11%,0%,-4,?,-6%,10,.
CCOC(=O)c1cc(S(=O)(=O)Nc2ccc(Br)c(C)c2)[nH]n1,0.7,2%,-2%,-8%,3,-2%,2%,.,?
Cc1ccc(-n2nnnc2SCC(=O)NCC2(N3CCOCC3)CCCCC2)c(C)c1,.,-4%,-6%,-5%,-3,9%,-7%,-15,-29%
CCOc1ccc(C=Nc2cccc3ncccc23)cc1,0.1,-4%,-3%,11%,3,-8%,-5%,-8,-14%
COc1cc(C(=O)Nc2ccn(C)n2)ccc1OC(F)F,0.4,2%,-7%,-4%,-4,-11%,-5%,14,191%[activator]
CCOc1ccc(/C=C2/Sc3ccc(C(=O)N4CCOCC4)cc3N(C)C2=O)cc1OC,-0.8,-5%,-12%,-18%,-2,-29%,-12%,-18,-23%
COc1cnn(-c2ccccc2)c(=O)c1N(C)C,0.4,-2%,-3%,1%,1,-7%,1%,-17,-5%
C/C(CC(=O)Nc1ccccc1C)=N\NC(=O)Cc1csc(N)n1,1.4,-2%,-6%,-1%,-2,-5%,3%,-1,-7%
COCCN1CCn2c(nc3cc(NC(=O)Cn4nc(C)c5ccccc5c4=O)ccc32)C1,0.4,-10%,3%,3%,-6,2%,7%,-10,?
CC1CCN(S(=O)(=O)c2ccc(C(=O)Nc3nnc(-c4ccco4)o3)cc2)CC1,-0.8,-2%,-23%,0%,0,-19%,16%,-11,-10%
COc1ccc(-n2c(C)cc(C(=O)CN3C(=O)NC4(CCc5ccccc54)C3=O)c2C)cc1 (centres undefined),0.5,-2%,3%,0%,-3,6%,7%,-1,4%
CCOc1ccc(NC(=O)CN(C)C(=O)c2ccc(NC3CC3)c([N+](=O)[O-])c2)cc1OCC,-0.9,-1%,1%,0%,0,-2%,10%,2,3%
O=C1Nc2ccc(Cl)cc2C(=O)C1(F)c1ccccc1 (centres undefined),0.9,-3%,-1%,1%,-2,-8%,-6%,-27,41%[activator]
C/C(=N\NC(=S)Nc1cc(S(=O)(=O)N2CCOCC2)ccc1Cl)c1ccc(N2CCOCC2)cc1,1.1,-4%,2%,-2%,-2,-19%[56.9 µM],-13%,35*,-21%
O=C(NCCCn1ccnc1)C(=O)NCC1OCCCN1S(=O)(=O)c1ccccc1 (centres undefined),.,0%,-4%,3%,-6,19%,0%,.,18%
